Mot1-301 SUMO – blocks SUMOylation pathway, rescuing yeast Mot1-301 growth. S. cerevisiae Mot1-301 growth rescue, ATP luminescence, 38.5C; percent above DMSO median, 100 means doubled. growth rescue, % at 18.8 µM. 1% of 320,000 active;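 active = every valid replicate shows activation above 250% relative to neutral control wells; inactive = the rest, any valid replicate at or below 250%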;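 note: OY570 slx delta 5 strain wells were the positive control but not used for scaling; some compounds called inactive have numbers as strong as hits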
PKA-R2B activ – activates the human PKA-R2B holoenzyme complex. P22694+P31323. PKA-R2B holoenzyme dissociation, Cy5-IP20 fluorescence polarization; R2B truncated from residue 108, S112A mutant; 0% DMSO only, 100% 113 µM cGMP. activation, % at 11.4 µM. 0.079% of 340,000 active;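 active = activation above a cutoff set at the mean over all compounds plus 3 SD, cut at about 18% in these data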;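 note: higher means more holoenzyme dissociation and a rise in polarization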
E coli growth – counter-screen for AddAB inhibitors: E. coli growth inhibition; E. coli V3065 growth, OD600 absorbance, 18 h; inhibition, % at 11.9 µM; 0.27% of 330,000 active;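 active = inhibition above the campaign's mean inhibition across all tested compounds plus 3 SD, cut at about 9.9% in these data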;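 note: uninfected addAB+ strain grown without phage in ampicillin broth; 0% = DMSO wells and 100% = ciprofloxacin 0.95 µg/ml wells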
PfHsp90 set2 – inhibits growth of yeast expressing Plasmodium falciparum Hsp90. 0.32% of 310,000 active. S. cerevisiae expressing PfHsp90, BacTiter-Glo ATP, 48 h; yeast lacking PDR1 and PDR3 efflux regulators. inhibition, % at 9.4 µM. AID 504621;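 active = every replicate shows inhibition above about 80%, whatever the replicate mean, limit read from the data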;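 note: 0% = DMSO neutral controls and 100% = 20 µM radicicol positive controls; yeast relying on Plasmodium falciparum Hsp90 in place of its own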
Tat transport – inhibitors of E. coli Tat protein transport. E. coli MC4100 TorA-mCherry Tat export, fluorescence. inhibition, % at 10 µM. 0.036% of 340,000 active;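 active = mean replicate inhibition at least 50% and at least half of replicates individually reaching 50%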;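 note: exported cargo escapes ClpAP degradation while cytoplasmic cargo is degraded and loses fluorescence; 0% = median of neutral control wells and 100% = median of NaSCN control wells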
OPRM1-OPRD1 ag – OPRM1-OPRD1 heterodimerization agonism. P35372+P41143. cells, luminescence. activation, % at 9.3 µM. 0.3% of 340,000 active. AID 504326; in the data active = activation above about 18%;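 note: 0% = vehicle-treated cells and 100% = reference agonist; values of inactives mirror those of a sister screen read the other way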
Target sequence (P35372 whole entry, looked up): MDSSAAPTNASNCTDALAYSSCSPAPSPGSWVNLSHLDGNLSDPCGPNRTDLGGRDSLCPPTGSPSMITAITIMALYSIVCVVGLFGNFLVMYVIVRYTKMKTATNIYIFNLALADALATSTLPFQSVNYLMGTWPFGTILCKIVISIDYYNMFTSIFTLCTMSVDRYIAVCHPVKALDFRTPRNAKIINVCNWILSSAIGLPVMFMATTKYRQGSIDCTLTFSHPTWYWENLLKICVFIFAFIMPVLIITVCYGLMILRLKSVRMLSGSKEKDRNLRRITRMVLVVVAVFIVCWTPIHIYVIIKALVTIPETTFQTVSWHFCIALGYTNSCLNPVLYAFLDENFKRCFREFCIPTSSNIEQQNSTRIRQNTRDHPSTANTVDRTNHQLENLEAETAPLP
Target sequence (P41143 whole entry, looked up): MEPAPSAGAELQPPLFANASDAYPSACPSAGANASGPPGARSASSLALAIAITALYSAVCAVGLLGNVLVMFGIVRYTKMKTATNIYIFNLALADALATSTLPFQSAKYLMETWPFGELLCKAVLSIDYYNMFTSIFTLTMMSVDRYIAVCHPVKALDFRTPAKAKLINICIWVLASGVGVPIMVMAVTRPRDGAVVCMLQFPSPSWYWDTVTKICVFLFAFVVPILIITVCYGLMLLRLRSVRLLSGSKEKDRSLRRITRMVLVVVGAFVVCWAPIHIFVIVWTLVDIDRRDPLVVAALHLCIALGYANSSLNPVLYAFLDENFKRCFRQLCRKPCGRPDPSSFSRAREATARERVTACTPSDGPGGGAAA
PKA-R1A activ – PKA-R1A complex activation; activation, % at 11.4 µM; P00514+P68181; AID 504707; PKA-R1A dissociation, Cy5-IP20 fluorescence polarization; scaled: DMSO 0%, 113 µM cGMP 100%; 0.083% of 340,000 active;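 active = percent activation above the mean of all tested compounds plus 3 SD, cut at about 19% in these data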;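 note: higher means more PKAc released from R1A so a rise in polarization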
AddAB inh – less growth of phage-infected E. coli with AddAB. E. coli expressing H. pylori AddAB, absorbance growth. inhibition, % at 11.9 µM. 0.29% of 330,000 active; in the data active = inhibition above about 12%;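 note: 0% = vehicle wells of infected cells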
MOR-DOR inv ag – inverse agonists of human mu-delta opioid receptor heterodimerization | inhibition, % at 9.3 µM | cell-based MOR-DOR heterodimer luminescence, inverse agonism | 0.21% of 340,000 active | AID 504357 | P35372+P41143; in the data active = inhibition above about 22%, passing the limit was not always enough;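 note: 0% = cells with DMSO and 100% = wells without cells with DMSO; values of inactives mirror those of a sister screen read the other way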
HTR5A inv ag – inverse agonist of human HTR5A in OPRM1-OPRD1 counter-screen; P47898; HTR5A cell line, luminescence, inverse agonism; inhibition, % at 9.3 µM; 0.083% of 340,000 active; in the data active = inhibition mostly above about 23%, no sharp cut-off; inactive = mostly below about 18%;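 note: 0% = cells with DMSO and 100% = no-cell wells with DMSO; some compounds called inactive have numbers as strong as hits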
phage Ecoli inh – E. coli growth loss with phage present; growth absorbance; inhibition, % at 11.9 µM; 0.26% of 360,000 active; AID 651602; in the data active = inhibition above about 11%
Numbers without * were called inactive; i = inactive; x = no result given. Outcome played no part in choosing rows, and some 2.2% of all compounds hit somewhere here.

molecule	Mot1-301 SUMO	PKA-R2B activ	E coli growth	PfHsp90 set2	Tat transport	OPRM1-OPRD1 ag	PKA-R1A activ	AddAB inh	MOR-DOR inv ag	HTR5A inv ag	phage Ecoli inh
O=C(c1ccc(Cl)cc1[N+](=O)[O-])N1CCOCC1	11	-5	0.0	-6	4	-0.4	2	1.6	2	2	2.8
O=C(Nc1ccc(S(=O)(=O)Nc2nccs2)cc1)C1CC(=O)N(c2ccccc2)C1 (stereo unspecified)	-14	0	0.2	22	-23	-3.2	-15	-0.9	16	-1	x
CCC(Oc1ccccc1)C(=O)OCC(=O)Nc1sccc1C(N)=O (stereo unspecified)	x	-10	-0.5	-1	4	3.2	-7	-0.3	-12	16	2.5
C=CCNC(=O)C1COc2ccccc2O1 (stereo unspecified)	4	0	0.7	-16	-2	-2.7	-4	2.1	14	-15	1.4
CN(CC(=O)Nc1ccc(Cl)c(C(F)(F)F)c1)C(=O)c1cccc(N2C(=O)CCC2=O)c1	0	1	-0.7	-21	-7	0.9	1	1.8	-4	-11	2.6
O=C1Nc2ccccc2C(=O)N2C[C@@H](O)C[C@H]12	-4	-3	-3.6	21	-3	-0.6	10	0.6	3	9	4.1
CCCn1c(N)c(N(CCOC)C(=O)c2c(CC)noc2C)c(=O)[nH]c1=O	x	-6	x	x	-4	-1.3	-11	x	9	8	1.9
Cc1occc1C(=O)Nc1cnn(CCCC(=O)O)c1	15	-8	-0.2	-17	-1	-0.2	5	-0.3	1	4	-2.6
CCC(=O)c1ccc(OCc2cn(CC(=O)c3ccc(O)cc3)nn2)cc1	x	-11	x	22	24	-4.1	-5	x	19	14	2.0
Cc1cc2oc3cc(NCCC4CCCN4C)ccc3c(=O)c2cc1C (stereo unspecified)	46	-1	0.9	13	-11	-1.1	-3	2.3	6	1	1.3
CCCCCC(=O)N1CCN(S(=O)(=O)c2ccc3c(c2)OCCCO3)CC1	-2	-7	-0.6	x	3	-4.9	-4	-1.0	25	5	0.1
Cc1cc(NC(=O)CSc2nccn2C)no1	4	0	-3.5	11	-7	0.7	-1	-1.6	-5	14	2.9

Reprinted from the part before: 2 entries, followed by the next part.
molecule	Mot1-301 SUMO	PKA-R2B activ	E coli growth	PfHsp90 set2	Tat transport	OPRM1-OPRD1 ag	PKA-R1A activ	AddAB inh	MOR-DOR inv ag	HTR5A inv ag	phage Ecoli inh
CCCCCC(=O)N1CCN(S(=O)(=O)c2ccc3c(c2)OCCCO3)CC1	-2	-7	-0.6	x	3	-4.9	-4	-1.0	25	5	0.1
Cc1cc(NC(=O)CSc2nccn2C)no1	4	0	-3.5	11	-7	0.7	-1	-1.6	-5	14	2.9
O=C(NCCN1CCNC1=O)C1CCC(=O)N(CCc2ccccc2)C1 (stereo unspecified)	7	-7	1.8	-5	7	-1.2	-1	2.6	8	1	1.3
O=C(CSc1nc2c(cnn2-c2ccccc2)c(=O)[nH]1)c1ccc(Cl)cc1	8	2	-2.2	1	5	-2.6	-6	-3.2	15	-4	2.2
O=C(CSc1nccn(-c2ccc3c(c2)OCCO3)c1=O)Nc1ccccc1	-11	-9	-3.1	-2	2	0.5	-4	-1.4	-3	5	1.6
Cc1cc(N2CCN(C(=O)c3ccco3)CC2)n2nc(C)nc2n1	-4	2	2.6	-8	-6	-1.8	1	2.9	9	-3	0.6
Cc1cc(Cl)n2ncc(-c3ccccc3)c2n1	79	-11	-5.6	-24	-1	0.4	-7	-3.7	-2	-4	-3.1
CCn1c2ccccc2c2cc(NC(=O)c3ccccc3-c3ccccc3C(=O)O)ccc21	-6	8	1.1	7	7	-1.8	0	-2.4	9	-9	2.7
CCN(CC)S(=O)(=O)c1ccc2[nH]c(=O)cc(C(=O)NCC(c3ccco3)N3CCCC3)c2c1 (stereo unspecified)	-4	3	-0.3	16	-6	-3.1	-8	1.5	15	-8	5.6
O=C1CC(Cc2ccccc2)C(=O)N1CCc1ccc2c(c1)OCO2 (stereo unspecified)	-10	-11	0.1	-4	-6	2.5	3	1.9	-13	-29	1.5
O=C1c2ccc(-c3ccc(Cl)c(C(F)(F)F)c3)cc2S(=O)(=O)c2cccc(C(=O)N3CCN(c4ccc(Cl)cn4)CC3)c21	-10	-8	0.3	13	8	-0.3	4	2.2	2	-6	1.9
CCn1c(SCC(=O)O)nnc1-c1ccccc1OC	-2	-4	-1.4	-8	6	-2.8	-8	0.6	14	-10	1.8
CC(C)c1ccc(S(=O)(=O)N2CCN(C(=O)CN3C(=O)NC(C)(c4ccccc4)C3=O)CC2)cc1 (stereo unspecified)	-9	4	-1.7	x	7	1.3	-5	1.0	-7	-16	-1.2
CC1(OC(=O)CCc2ccccc2)C(=O)C=C2C=C(c3ccc(C#N)cc3)N(c3ccccc3)C=C2C1=O (stereo unspecified)	11	-2	0.5	9	-44	4.8	12	2.3	-28	-37	1.8

(list continues)
molecule	Mot1-301 SUMO	PKA-R2B activ	E coli growth	PfHsp90 set2	Tat transport	OPRM1-OPRD1 ag	PKA-R1A activ	AddAB inh	MOR-DOR inv ag	HTR5A inv ag	phage Ecoli inh
O=C(Cn1nnc(-c2cccs2)n1)OC1CCCCC1	7	-1	0.2	-2	11	3.2	-4	-2.8	-16	2	2.7
O=C(NNC(=O)c1ccc(SCC2CCCO2)c([N+](=O)[O-])c1)c1ccc(F)cc1 (stereo unspecified)	-8	3	3.3	16	-4	-0.5	-10	4.3	3	1	-8.4
CN(C)c1ccc(/C=C/c2ccc3ccccc3[n+]2C)cc1	-1	-1	18*	54	i	-4.4	1	28*	23	29*	7.5
CCOc1cc(-c2ccc(N)c(OCC)c2)ccc1N	-10	-6	-2.2	-7	-6	-0.5	-4	3.8	2	-4	2.3
COc1ccccc1N(CC(=O)NCC1CCCO1)C(=O)CNS(=O)(=O)c1ccc(Cl)cc1 (stereo unspecified)	1	-2	0.0	-3	-1	-3.6	2	0.8	18	-3	-2.4
COc1ccc(-n2nc(C(=O)NCC(=O)N3CCCCCC3)c3ccccc3c2=O)cc1OC	166	-14	1.1	-20	-4	0.7	-1	0.5	-5	-7	2.2
CCOc1cc(C(=O)OC(C)C(=O)Nc2ccc(S(N)(=O)=O)cc2)ccc1OCC(=O)N1CCOCC1 (stereo unspecified)	-4	-8	-1.1	x	-1	-1.9	2	1.6	12	-12	5.0
O=C(Nc1ccncc1)c1ccc(Cl)c(S(=O)(=O)N2CCc3ccccc32)c1	5	3	1.2	-10	4	3.7	-2	0.7	-19	5	1.5
O=C(NC1CCCCC1)c1cccnc1Sc1ccccc1	0	4	0.8	-13	-13	-0.8	7	1.0	6	11	2.5
Cc1ccc(-c2noc(CCC(=O)Nc3ccc4c(c3)OCO4)n2)cc1	-6	-11	-1.2	-5	0	-0.5	-6	1.8	2	-18	2.7
COc1ccc(C2=NS(=O)(=O)N(C)C(C(=O)Nc3ccc(C)cc3)=C2)cc1	-1	-1	-0.3	8	8	2.2	-4	0.5	-13	-15	1.0
Cc1cc(=O)n2nc(N3CCCC3C(=O)Nc3ccc(C(C)C)cc3)sc2n1 (stereo unspecified)	1	-11	-2.7	-54	6	-1.8	-10	-1.9	11	-14	2.2

Next results follow:
molecule	Mot1-301 SUMO	PKA-R2B activ	E coli growth	PfHsp90 set2	Tat transport	OPRM1-OPRD1 ag	PKA-R1A activ	AddAB inh	MOR-DOR inv ag	HTR5A inv ag	phage Ecoli inh
O=C(CN1C(=O)c2ccccc2S1(=O)=O)Nc1ccc(S(=O)(=O)N2CCCCC2)cc1	17	-11	-1.3	12	-4	-4.5	-9	2.2	19	-2	1.0
CCOc1ccccc1NC(=O)CN1c2cccc3cccc(c23)S1(=O)=O	7	-4	2.1	-1	7	-0.1	1	1.3	1	-13	-2.6
COc1ccc(NC(=O)c2oc3ccccc3c2NC(=O)C2CC2)c(OC)c1	116	12	-0.8	3	1	-0.3	3	1.8	2	1	-1.7
C#CCOCCOCCOCCNc1nc(N2CCN(C(=O)C([C@@H](C)O)n3cc([C@@H](N)CCCCN)nn3)CC2)nc(N2CCN(C(=O)[C@H](CC(N)=O)n3cc([C@@H](N)C(C)C)nn3)CC2)n1 (stereo partly specified)	11	-10	-1.8	2	-5	-3.2	5	0.5	15	16	1.0
O=C(CCc1nnc(CCCCc2ccccc2)o1)NC(c1cccnc1)C(F)(F)F (stereo unspecified)	x	5	-1.6	-12	3	1.1	11	1.9	-5	-14	0.2
CCOC(=O)c1c(NC(=O)CSc2nc3ccc(C)cc3[nH]2)sc2c1CC(C)(C)NC2(C)C	10	0	-2.7	7	8	0.1	3	-0.9	-1	-5	5.2
O=C(N/N=C/c1cccs1)c1ccc(NC(=O)c2ccccc2Cl)cc1	-4	5	0.1	11	-5	0.1	-1	4.9	-1	16	3.2
O=C(COC(=O)C1CC1)NCCNC(=O)COC(=O)C1CC1	9	-9	0.9	-9	3	-2.0	2	-1.2	11	-18	-0.8
COc1cc(OC)c(OC)cc1C#N	689*	4	2.5	0	-3	-1.9	11	3.9	11	-53	2.5
Cc1ccccc1CC1(CO)CCCN(C(=O)c2ccc3ncccc3c2)C1 (stereo unspecified)	-3	8	-3.0	16	-1	-3.0	0	-0.3	14	4	4.2
CCc1nnc(NC(=O)CN2CCN(C3CCCCC3)CC2)s1	-2	-4	2.1	13	-11	-0.1	-1	1.6	0	12	-2.4
COC(=O)C(O)(NC(=O)c1ccncc1)C(F)(F)F (stereo unspecified)	14	-5	0.3	-2	2	0.8	5	1.8	-4	4	1.5

(listing goes on)
molecule	Mot1-301 SUMO	PKA-R2B activ	E coli growth	PfHsp90 set2	Tat transport	OPRM1-OPRD1 ag	PKA-R1A activ	AddAB inh	MOR-DOR inv ag	HTR5A inv ag	phage Ecoli inh
CCOC(=O)C(=O)Nc1ccc(OC)c(Cl)c1	7	-7	-0.9	-2	23	-1.5	-3	2.7	9	-11	-0.2
CCCCc1nc(NCC2CCCO2)c(C#N)c2c1COC(C)(C)C2 (stereo unspecified)	-20	0	-0.2	35	-6	8.1	9	0.2	-48	-6	1.4
CNC(=S)NC1(C)CCS(=O)(=O)C1 (stereo unspecified)	-9	x	-1.8	-8	-1	x	x	2.3	x	x	1.4
CS(=O)c1ccccc1COC(=O)Nc1ccc(Cl)cc1 (stereo unspecified)	11	-1	0.0	x	-10	-1.0	2	4.1	5	-1	2.8
O=C(Nc1ccc(Oc2ccccc2)nc1)C1CCN(Cc2ccccc2)CC1	-13	7	-0.2	-19	0	-1.1	4	2.8	6	-20	2.0
CCC(=O)Nc1cccc(NC(=O)c2cccnc2)c1	154	-1	-0.7	10	-5	-1.5	7	-1.0	8	-3	4.6
Cn1c(CNC(=O)Nc2cccc(Cl)c2)nnc1SCc1ccccc1	14	-7	1.4	-33	8	-1.9	0	2.7	11	14	5.1
COc1cc(NC(=O)C2CC(c3cccc(Br)c3)=NO2)cc(OC)c1OC (stereo unspecified)	3	-14	-0.1	14	7	-0.1	-11	2.4	0	8	1.0
COC(=O)N1N=C(c2ccccc2)CC1(O)C(F)(F)F (stereo unspecified)	-5	1	-1.6	5	-1	-0.2	5	0.4	2	-27	0.0
CCOC(CCNC(=O)CCC(=O)Nc1ccc2nc(N3CCN(C)CC3)cc(C)c2c1)OCC	19	-16	1.2	-12	-6	-3.3	-4	1.3	15	14	1.5

Screens from PubChem.
